# EBI2 antag: EBI2 receptor antagonists, beta-arrestin recruitment, primary screen, cell-based, luminescence, 7a,25-OHC stimulation, uHTS. G-protein coupled receptor 183 (Homo sapiens), P32249. inhibition, % at 5 µM. hit rate 0.81% among 360,000. 7a,25-OHC stimulated; in the data active = inhibition above about 38%;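 also: enzyme fragment complementation signal reports receptor beta-arrestin coupling in cells; 0% = agonist plus DMSO wells and 100% = wells without agonist; some results beyond the cut were filed as inactive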
# Target sequence (P32249 whole entry, looked up, the tested form may be a part): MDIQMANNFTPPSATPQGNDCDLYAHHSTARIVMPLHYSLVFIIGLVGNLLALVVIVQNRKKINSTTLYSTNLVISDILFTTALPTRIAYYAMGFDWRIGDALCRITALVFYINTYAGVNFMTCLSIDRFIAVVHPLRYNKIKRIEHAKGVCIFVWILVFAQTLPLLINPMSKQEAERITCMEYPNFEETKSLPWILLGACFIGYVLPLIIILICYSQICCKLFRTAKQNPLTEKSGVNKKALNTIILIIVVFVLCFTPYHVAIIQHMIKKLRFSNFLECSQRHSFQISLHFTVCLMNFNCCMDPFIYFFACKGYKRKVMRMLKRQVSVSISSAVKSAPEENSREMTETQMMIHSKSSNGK
# APJ agonist: agonists of human apelin receptor APJ, primary screen, CHO-K1 cells, PathHunter beta-arrestin, luminescence | P35414 | 0% DMSO wells, 100% apelin | activation, % at 20 µM | hit rate 0.11% among 330,000 | AID 2520, 2010;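 active = activation more than six SD over the plate average, tested at 20 µM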;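 also: 0% = DMSO alone and 100% = apelin-13 at 10 nM; some results filed as inactive read as strong as hits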
# Target sequence (P35414 whole entry, looked up): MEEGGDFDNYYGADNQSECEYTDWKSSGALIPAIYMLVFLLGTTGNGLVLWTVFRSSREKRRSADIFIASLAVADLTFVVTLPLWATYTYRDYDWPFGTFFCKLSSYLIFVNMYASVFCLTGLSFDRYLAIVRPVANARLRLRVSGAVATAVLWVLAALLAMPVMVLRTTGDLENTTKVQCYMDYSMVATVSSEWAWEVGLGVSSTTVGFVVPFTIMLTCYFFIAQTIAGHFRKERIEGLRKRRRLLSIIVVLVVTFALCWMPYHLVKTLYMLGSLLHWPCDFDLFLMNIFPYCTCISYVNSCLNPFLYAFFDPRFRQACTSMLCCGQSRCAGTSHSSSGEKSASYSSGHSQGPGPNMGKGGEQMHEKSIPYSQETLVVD
#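 assay system = CHO-K1 APJ beta-arrestin complementation cell line | input = cell density 1000 per well | dosing = compound 20 µM once, DMSO 1% | timing = compound 90 min 25 °C, reagent 1 h | measured by = luminescence from split beta-galactosidase complementation, Galacton Star/Emerald II substrate | read-out basis = APJ agonist activity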
# XBP1 UPR activ: activators of adaptive XBP1 UPR arm, primary screen, cell-based, CHO-XBP1 luciferase reporter, luminescence, uHTS. IRE1-XBP1 UPR activation; percent of tunicamycin response, DMSO as zero. activation, % at 20 µM. hit rate 0.33% among 330,000. AID 463104, 2010;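 active = versus positive control, 20 µM dose yields 30% or more activation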;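 also: 100% = tunicamycin at 10 µg/mL and 0% = DMSO only wells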
#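 Signal: luciferase luminescence; Assay system: CHO-XBP1 luciferase reporter cells; Amount: one thousand reporter cells per well; Dosing: 20 µM single concentration, DMSO 1%; Benchmarks: high control tunicamycin 10 µg/mL final, low control DMSO vehicle only; Schedule: 6 h compound exposure at 37 °C, 5% CO2; Evaluation: percent activation relative to tunicamycin reference.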
# tim23-1 inh: growth inhibitors of tim23-1 mutant yeast, primary screen, luminescence, uHTS. S. cerevisiae tim23-1 growth, BacTiter-Glo luminescence, 24 h. inhibition, % at 20 µM. hit rate 1.3% among 330,000;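 active = growth inhibition of the mutant yeast at or above 50%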;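 also: temperature-sensitive mutant grown at 25 °C; plate controls were DMSO-treated mutant yeast for no effect and medium wells lacking yeast for full effect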
# Mdm2-MdmX inh: inhibitors of human Mdm2-MdmX association, primary screen, cell-based, luminescence, split luciferase, SaOS-2, uHTS. hit rate 3% among 330,000. SaOS-2 split-luciferase Mdm2/MdmX complementation. inhibition, % at 8 µM;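 active = inhibition of at least 50% at 8 µM in the primary screen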
# CXCR6 block: CXCR6 receptor inhibitors, primary screen, cell-based, beta-arrestin, luminescence, CHO-K1 PathHunter, 1536-well. hit rate 0.36% among 360,000. C-X-C chemokine receptor type 6 (Homo sapiens), O00574. inhibition, % at 20 µM; in the data active = inhibition above about 34%, passing the limit was not always enough;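 also: antagonist mode with CXCL16 agonist at 10 nM final; 0% = 10 nM CXCL16 with DMSO and 100% = unstimulated wells without agonist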
# Target sequence (O00574 whole entry, looked up): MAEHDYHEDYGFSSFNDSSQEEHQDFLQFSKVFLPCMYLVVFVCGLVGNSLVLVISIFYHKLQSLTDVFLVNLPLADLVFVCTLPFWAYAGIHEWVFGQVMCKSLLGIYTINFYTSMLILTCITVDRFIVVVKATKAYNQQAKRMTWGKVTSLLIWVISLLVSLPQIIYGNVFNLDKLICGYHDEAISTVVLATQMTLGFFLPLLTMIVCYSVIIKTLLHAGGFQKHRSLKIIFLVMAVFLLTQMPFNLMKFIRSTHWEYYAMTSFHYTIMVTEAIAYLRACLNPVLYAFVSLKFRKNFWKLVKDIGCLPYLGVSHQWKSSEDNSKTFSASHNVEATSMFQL
# APJ antag: antagonists of human apelin receptor APJ, primary screen, CHO-K1 cells, beta-arrestin complementation, luminescence; P35414; inhibition, % at 20 µM; hit rate 0.32% among 330,000;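 active = inhibition above about 40% at 20 µM, limit read from the data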;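 also: cells challenged with 10 nM apelin-13 agonist together with compound; plate controls were apelin-13 plus DMSO wells for no effect and DMSO wells lacking apelin-13 for full effect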
# CCR6 antagonist: CCR6 receptor antagonists, primary screen, cell-based, CHO-K1, luminescence, beta-arrestin, uHTS. hit rate 0.49% among 340,000. inhibition, % at 20 µM. CHO-K1 CCR6 PathHunter beta-arrestin, CCL20-stimulated. C-C chemokine receptor type 6 (Homo sapiens), P51684. AID 493098, 2011;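 active = compounds whose inhibition of the agonist-driven luminescence signal at 20 µM reaches about 50%, limit read from the data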;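 also: cells stimulated with CCL20 at 14 nM final; plate controls were DMSO with CCL20 for no effect and DMSO without agonist for full effect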
# CHOP UPR activ: activators of apoptotic CHOP UPR arm, primary screen, cell-based, CHO-CHOP luciferase reporter, luminescence, uHTS. UPR activation; percent of tunicamycin response over DMSO baseline. AID 449763, 2010. activation, % at 10 µM. hit rate 0.34% among 330,000;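 active = at 10 µM dose, activation of 40% or more, normalized to positive control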;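 also: 100% = tunicamycin at 10 µg/mL and 0% = DMSO alone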
#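 Dosing – one dose, 10 µM in 0.5% DMSO · System – CHO-CHOP cells, stable luciferase reporter of PERK-eIF2a-CHOP signalling · Input – 500 cells/well · Control set – tunicamycin 10 µg/mL final as positive, DMSO-only wells as negative · Timing – 6 h compound treatment, 37 °C · Measure – % activation vs tunicamycin · Technique – luminescence read with Steady-Glo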
# The depositor's hits bear a star; . = no result given. Only part of the results is shown; the hit share may differ from the screen's.
SMILES,EBI2 antag,APJ agonist,XBP1 UPR activ,tim23-1 inh,Mdm2-MdmX inh,CXCR6 block,APJ antag,CCR6 antagonist,CHOP UPR activ
COc1cc2c(cc1OC)CN(C(=O)c1ccc([N+](=O)[O-])o1)CC2,1,9,0,31,13,-16,-50,-6,1.2
c1ccc(Cn2nnc3c(NCCN4CCOCC4)ncnc32)cc1,-9,-1,-3,-5,4,6,18,-3,-0.3
O=C(O)c1c2c(nc3ccc(S(=O)(=O)N4CCC(C(=O)NC5CCCCCC5)CC4)cc13)CCCC2,-5,-1,0,1,23,0,20,-6,-0.3
Cc1ccc(CNC(=O)CSCC(=O)O)cc1,-3,-4,-4,8,6,-1,5,1,1.3
CCOC(=O)c1cc2sccc2n1CC(=O)c1ccc2c(c1)OCCO2,0,-1,-2,31,22,-3,14,22,0.6
CCN(CC(=O)Nc1ccccc1OC)C(=O)CCOc1ccc(C(C)(C)C)cc1,4,2,-2,25,17,-15,-54,1,2.0
Cc1ccccc1C(=O)N1CCC(C(=O)N2CCN(c3ncccn3)CC2)CC1,-2,-4,-1,-10,10,1,-7,-5,-0.4
O=C(O)Cn1cnc2scc(-c3cccs3)c2c1=O,1,-2,-1,4,-5,-1,11,6,-1.7
COc1ccc(CC(=O)N(Cc2ccccc2)c2cccc(C)c2)cc1OC,18,-8,-3,30,-3,13,-32,22,1.7
COc1ccc(C(=O)Nc2ccc(NC(=O)C3CC3)nc2)cc1,5,-2,3,18,30,1,12,-6,0.7
Cc1nc2c(cc1N)nc(C)n2Cc1ccccc1,-7,0,-3,-2,-12,-6,1,2,0.2
Fc1ccc(-[n+]2nc(Nc3ccccc3)sc2-c2c3ccccc3cc3ccccc23)cc1,-52,8,4,29,100*,10,-15,16,14
O=C(NCc1cccnc1)c1ccc([N+](=O)[O-])cc1,-15,0,1,-4,18,8,2,4,-1.8
O=S(=O)(N(Cc1ccccc1)[C@@H](CO)Cc1ccccc1)N(Cc1ccccc1)[C@@H](CO)Cc1ccccc1,1,2,9,15,37,-1,-7,-6,10
COc1cc(OC)cc(C(=O)N[C@H](C(=O)OCC(=O)Nc2ccc3c(c2)OCO3)C(C)C)c1,5,-4,-3,22,14,4,5,6,-0.3
COc1ccccc1CNC(=O)[C@@H]1CCCN1S(=O)(=O)c1ccc(Cl)cc1,4,1,-3,22,13,-2,1,9,0.9
CCOc1ccc(-c2nnc(-c3ccccc3)o2)cc1,12,-2,-9,14,-130,2,11,2,-4.6
CCOC(=O)c1[nH]c(C)c(C(=O)N2CCN(C(=O)OCC)CC2)c1CC,-2,1,-6,7,2,-7,22,18,1.4
Cc1ccc(C2C(C#N)=C(N)Oc3cc(N)ccc32)cc1 (stereo unspecified),-5,0,2,2,3,-5,-5,11,-1.2
COC(=O)C1CCN(C(=O)c2ccccc2Oc2ccccc2)CC1,2,-1,-4,14,11,7,11,13,-1.3
c1ccc2sc(NC3=NCN(C4CCCCC4)CN3)nc2c1,-1,-1,2,-3,-27,-15,1,1,1.9
CCOc1ccccc1NC(=O)Nc1c(C)n(-c2ccccc2)c(=O)n1C,-8,-3,-1,2,-12,3,9,-12,-0.6
COc1ccc(OCCCC(=O)Nc2ccc(OC)c(S(=O)(=O)N3CCOCC3)c2)cc1,12,-2,2,3,24,-12,-7,-4,-1.1
CCc1ccc(NC2CC(=O)N(c3ccc(OC)cc3OC)C2=O)cc1 (stereo unspecified),5,-3,-3,5,-4,-6,-6,12,-0.4
Cc1cccc(NC(=O)CSc2nnc(CNC(=O)c3ccc(S(=O)(=O)N(C)C)cc3)n2-c2ccc(F)cc2)c1,-2,-4,-3,13,2,4,10,6,-2.0

# The list goes on; the last 2 above are carried over.
SMILES,EBI2 antag,APJ agonist,XBP1 UPR activ,tim23-1 inh,Mdm2-MdmX inh,CXCR6 block,APJ antag,CCR6 antagonist,CHOP UPR activ
CCc1ccc(NC2CC(=O)N(c3ccc(OC)cc3OC)C2=O)cc1 (stereo unspecified),5,-3,-3,5,-4,-6,-6,12,-0.4
Cc1cccc(NC(=O)CSc2nnc(CNC(=O)c3ccc(S(=O)(=O)N(C)C)cc3)n2-c2ccc(F)cc2)c1,-2,-4,-3,13,2,4,10,6,-2.0
Cc1onc(C(=O)N2CCOCC2)c1[N+](=O)[O-],-8,-2,-1,5,12,15,1,12,-1.7
CCC(C)Nc1c([N+](=O)[O-])cc(C)cc1[N+](=O)[O-] (stereo unspecified),4,-3,0,-8,27,4,-25,1,-0.5
Cc1ccccc1-c1cc2nc(-c3ccc([N+](=O)[O-])cc3)cc(=O)n2[nH]1,7,-3,1,9,27,12,-5,40,-0.4
COCCOC(=O)CC1=NC(=O)CS1,-3,-1,-3,-9,4,1,15,4,0.8
Cc1ccsc1C(=O)OCC(=O)NCc1ccccc1,-8,-4,0,10,-2,3,-4,9,1.2
COc1ccc(NC(=S)Nc2ccccc2C(F)(F)F)cc1,34,-1,-2,10,3,0,13,14,-2.0
O=C(CN(Cc1ccc(Cl)c(Cl)c1)S(=O)(=O)c1ccccc1)N/N=C\c1ccc2c(c1)OCO2,17,2,-1,0,31,0,6,16,-1.5
CN(C)c1ccc(/C=N/NC(=O)c2cnc3ccccc3c2)cc1,-14,0,-3,-9,32,-9,5,-1,7.8
CC(NC(=O)c1ccc(CS(=O)(=O)c2cccc(C(F)(F)F)c2)o1)c1ccc2c(c1)OCCO2 (stereo unspecified),10,6,0,19,-25,-8,-22,14,1.4
Cc1cc(C)c(C)c(N=Nc2nc3ccccc3n2C)c1C,18,-6,-1,32,-22,21,27,28,-2.1
O=C(Nc1cccc2cccnc12)c1ccc(Br)o1,3,-4,1,45,8,7,14,11,0.9
O=C(c1cccc(F)c1)N1CCN(Cc2c[nH]c3ccccc23)CC1,1,-4,-1,5,-6,-3,8,3,-2.0
CNC(=O)Nc1ccc(Cl)cc1,-4,4,3,13,-19,-24,11,6,2.7
CCC(=O)Nc1nnc(SCc2cccc(F)c2)s1,-3,-4,-1,15,-8,8,0,12,1.2
Fc1ccccc1-c1n[nH]c(=S)n1/N=C/c1c[nH]c2ccccc12,7,2,3,-16,33,-5,6,5,-0.5
COc1ccc(CN(C)S(=O)(=O)c2ccc3c(c2)OCCO3)cc1,6,3,-3,36,5,3,3,6,-0.2
CCn1c(=NC(=O)C2COc3ccccc3O2)sc2c(C)ccc(OC)c21 (stereo unspecified),30,0,1,10,3,-10,-13,12,-1.2
COc1ccc(C(=O)O)cc1NC(=S)NC(=O)/C=C/c1ccc(C(C)C)cc1,1,-1,0,-33,24,0,-15,17,0.7
CCOc1ccccc1NC(=S)Nc1ccc2cn[nH]c2c1,-4,-4,-2,12,31,2,4,14,-0.2
CCC(=O)N1N=C(c2ccc(C)o2)CC1c1ccc(N(C)C)cc1 (stereo unspecified),3,-1,0,28,-10,-7,-17,-7,3.3
CCc1nc(NCc2ccccc2)c(C#N)c2c1CCCC2,18,-3,3,7,50,-7,10,32,1.4
c1ccc(-c2ccc(C3=Nn4c(nnc4-c4cccs4)SC3)cc2)cc1,3,-2,0,24,23,-1,-11,1,-0.8
Cc1ccc(C(=O)NNc2cc(N3CCCC3)nc(N3CCCC3)n2)cc1,.,-8,3,14,-2,.,21,11,1.5
CC(C)CCOc1ccc(C(=O)NCC(c2cccs2)N2CCOCC2)cc1 (stereo unspecified),8,-2,2,17,10,4,7,3,2.1
N#Cc1c(-n2cccc2)cccc1-n1cccc1,-12,-4,0,16,-12,-3,8,1,3.6
# Further results follow.
SMILES,EBI2 antag,APJ agonist,XBP1 UPR activ,tim23-1 inh,Mdm2-MdmX inh,CXCR6 block,APJ antag,CCR6 antagonist,CHOP UPR activ
CCOC(=O)Cc1c(C)nc2c(-c3ccccc3)cnn2c1C,6,-3,-1,19,-23,-2,-11,22,1.1
N=C1C(c2ccccc2)=C(O)CN1c1cccc(S(=O)(=O)N2CCCCC2)c1,7,-2,0,13,8,2,3,11,-0.1
Nc1ncnc2nc(SCCOc3ccc(Cl)cc3)[nH]c12,-6,-1,0,-2,14,-1,-2,3,0.6
CCC(CC)C(=O)N1N=C(c2ccc(NS(C)(=O)=O)cc2)CC1c1ccc(C)cc1 (stereo unspecified),-2,1,1,29,-5,4,-6,10,-0.3
Cc1ccc(NC(=O)CNc2ccccc2N2CCCC2=O)cc1S(=O)(=O)N1CCCCC1,0,-5,-1,5,17,5,-6,3,-0.5
COc1ccc(CCOC(=O)c2ccc(NC(=O)CC#N)cc2)cc1,1,-1,-2,35,7,-11,-9,-3,0.4
CC(C)N1CCc2c(sc(NC(=O)c3ccc(S(=O)(=O)N4CCc5ccccc54)cc3)c2C(N)=O)C1,-8,3,10,34,100*,21,36,41,2.5
COc1ccc(N2CCN(CC(=O)Nc3ccc(SC(F)F)cc3)CC2)cc1,4,-4,0,-1,-13,9,16,18,-0.8
O=C(Nc1cnn(C23CC4CC(CC(C4)C2)C3)c1)c1cnn2cccnc12,-6,-2,-3,33,-73,-8,6,-2,-0.5
Oc1c(Br)cc(Br)cc1CNc1ccc(F)cc1,-2,-3,2,21,-4,-12,-9,1,1.3
COc1cc(CNCc2ccc(OC)c3ccccc23)cc(OC)c1OC,1,3,-5,0,16,-14,-14,8,-0.9
COc1ccc(-c2cc(-c3nnc(COC(=O)c4ccncc4)o3)c3ccccc3n2)cc1OC,3,-1,1,21,18,3,-26,-3,1.1
Cn1c(SCC(=O)N2CCCc3ccccc32)nc2cccnc21,9,-4,-3,14,14,-1,7,-6,-1.0
COc1cccc(CNC(=O)C2CCCN(C(=O)c3ccc(Cl)cc3)C2)c1 (stereo unspecified),19,-4,-2,14,-29,5,7,1,-2.1
O=C(COc1ccc(F)cc1Br)NCc1nnc2ccccn12,-9,-2,0,-1,1,-2,5,6,1.3
CCCCCCc1ccc(-c2ncc(N)cn2)cc1,16,-5,0,53*,-141,-6,-6,-24,0.7
CCOC(=O)N1CCN(C(=O)c2cc(COc3ccc(OC)cc3Cl)on2)CC1,4,0,-2,33,-26,-1,1,24,2.9
C=CCn1c(SCC(=O)c2ccc(OC)cc2)nnc1C(C)NC(=O)c1cccs1 (stereo unspecified),-1,-5,1,22,12,-1,-15,4,-1.5
COc1cc(Cn2c(N)c(C#N)c3nc4ccccc4nc32)cc(OC)c1,10,-1,4,-20,7,6,-4,-5,1.0
Cc1ccc(C2=NN(CCC#N)C(=O)CO2)cc1,-9,-2,-3,-1,20,6,8,-1,1.2
